CCHFV vOTU inh: CCHFV vOTU protease inhibition; Pep-AMC fluorescence; inhibition, % at 11.5 µM; actives 0.55% (n = 370,000); AID 651958; note: 0% = vehicle wells with enzyme and 100% = no enzyme wells
FBA Mtb inh: Mtb fructose-bisphosphate aldolase inhibition; P9WQA3; purified M. tuberculosis FBA, fluorescence read-out; inhibition, % at 1 µM; actives 2.3% (n = 360,000); in the data active = inhibition above about 27%;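 note: 0% = vehicle and 100% = reference inhibitor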
Target sequence (P9WQA3 whole entry, looked up): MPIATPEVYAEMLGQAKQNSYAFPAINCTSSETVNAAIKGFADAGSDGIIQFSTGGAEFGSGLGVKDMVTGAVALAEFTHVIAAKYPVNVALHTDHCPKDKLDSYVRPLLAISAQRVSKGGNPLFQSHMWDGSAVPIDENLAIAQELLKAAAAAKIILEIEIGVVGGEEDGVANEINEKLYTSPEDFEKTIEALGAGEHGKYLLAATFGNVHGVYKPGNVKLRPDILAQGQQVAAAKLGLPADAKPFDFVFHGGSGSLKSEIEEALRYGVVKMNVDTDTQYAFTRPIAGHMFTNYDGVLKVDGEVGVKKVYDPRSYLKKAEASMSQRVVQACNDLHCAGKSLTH
BoNT A protease: BoNT A light chain protease inhibition; multiplex microsphere protease substrate cleavage, flow cytometry; AID 588499; inhibition, % at 10 µM; actives 0.17% (n = 360,000); in the data active = inhibition above about 30%; note: plate controls were buffer without enzyme for full effect and enzyme alone for no effect
BoNT-F LC inh: blocks Botulinum neurotoxin F light chain protease; Multiplex microsphere protease cleavage assay, flow cytometry; inhibition, % at 10 µM; actives 0.22% (n = 360,000); in the data active = inhibition above about 35%, passing the limit was not always enough; note: plate controls were buffer without enzyme for full effect and enzyme alone for no effect
PrPC TRFRET: inhibitors of human cell surface prion protein PrPC; inhibition, % at 13.8 µM; TR-FRET read-out; P04156; actives 0.43% (n = 370,000); AID 720596; in the data active = inhibition above about 24%; note: 0% = median of the test wells and 100% = reference compound wells
BioA inh: blocks M. tuberculosis BioA enzyme activity | inhibition, % at 9.99 µM | purified M. tuberculosis BioA enzyme, plate reader | actives 0.096% (n = 360,000); in the data active = inhibition above about 40%
GDH-TPI counter: inhibits GDH-TPI coupling enzymes, artifact for Mtb FBA screen; AID 588335; inhibition, % at 4.8 µM; GDH-TPI coupled enzyme counterscreen, NADH absorbance; actives 1.2% (n = 360,000);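 note: 0% = DMSO wells and 100% = wells lacking the enzyme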
FadD28 FP inh: M. tuberculosis FadD28 bisubstrate binding inhibition; FadD28 bisubstrate probe binding, fluorescence polarization; inhibition, % at 12.5 µM; actives 0.22% (n = 360,000); in the data active = inhibition above about 8.5%, passing the limit was not always enough
UGM FP inh: Mtb UDP-galactopyranose mutase inhibition | P9WIQ1 | purified UGM, fluorescence polarization probe displacement | inhibition, % at 10 µM | actives 0.06% (n = 320,000); in the data active = inhibition above about 10%, passing the limit was not always enough
Target sequence (P9WIQ1 whole entry, looked up): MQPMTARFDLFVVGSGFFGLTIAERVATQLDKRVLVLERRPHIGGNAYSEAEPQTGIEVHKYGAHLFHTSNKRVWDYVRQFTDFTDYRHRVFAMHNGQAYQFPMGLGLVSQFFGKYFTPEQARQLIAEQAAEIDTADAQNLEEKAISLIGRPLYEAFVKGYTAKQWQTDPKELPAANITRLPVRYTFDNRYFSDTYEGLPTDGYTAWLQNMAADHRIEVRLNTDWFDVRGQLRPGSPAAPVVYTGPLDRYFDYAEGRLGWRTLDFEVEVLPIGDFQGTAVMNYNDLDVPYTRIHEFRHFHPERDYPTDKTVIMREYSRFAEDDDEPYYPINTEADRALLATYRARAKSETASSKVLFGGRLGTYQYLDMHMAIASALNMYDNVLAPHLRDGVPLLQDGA
Numbers without * were called inactive; / = not tested or not shown. Cut-off read from the data, not from the text of the source, unless noted: active = inhibition above about 30%; inactive = the rest.

#	SMILES	GDH-TPI counter	UGM FP inh	FadD28 FP inh	BioA inh	PrPC TRFRET
1	CN(C)S(=O)(=O)c1cc(NC(=O)COC(=O)Cc2cccc3ccccc23)ccc1Cl	2	6.0	7.1	/	4
2	Cc1sc(NC(=O)CSc2nc(N)n(CC(=O)c3ccccc3)n2)c(C#N)c1C	6	3.5	-8.3	-2.4	9
3	Cc1ccc2nc(-c3cccnc3)c(Nc3ccccc3C)n2c1	2	2.7	-1.9	1.3	6
4	CCOC(=O)c1c(NCc2ccccc2)n[nH]c1C	4	/	-1.3	5.9	-4
5	Cc1nc2ccccc2c(=O)n1-c1ccncc1	13	-4.1	0.8	-1.2	5
6	O=c1c2cn[nH]c2nc(SCc2c(F)cccc2F)n1-c1ccc(Cl)cc1	1	1.3	-4.2	/	8
7	O=C(O)C(Cc1c[nH]c2ccccc12)N1CCS(=O)(=O)CC1 (stereo not drawn)	-4	-4.0	-0.3	/	0
8	O=C(Cn1ncc2c3ccccc3n(Cc3ccccc3F)c2c1=O)NCC1CCCO1 (stereo not drawn)	3	0.5	-1.8	-1.0	0

#	BoNT-F LC inh	CCHFV vOTU inh	BoNT A protease	FBA Mtb inh
1	-3	11	-0.7	-3
2	-9	5	-0.2	-1
3	-13	-4	-0.6	5
4	-4	18	-0.4	0
5	7	-3	-0.2	3
6	-4	-1	-1.7	1
7	6	22	0.1	2
8	-1	1	0.7	6

Additional compounds follow.
#	SMILES	GDH-TPI counter	UGM FP inh	FadD28 FP inh	BioA inh	PrPC TRFRET
9	Cn1c(N)c(C(=O)COC(=O)CC(NC(N)=O)c2ccc(Cl)cc2)c(=O)n(C)c1=O (stereo not drawn)	-9	/	-2.7	/	-1
10	O=C(O)c1cccc(S(=O)(=O)N2CCOCC2)c1	3	-1.5	-1.6	-3.0	0
11	COCc1cn(-c2nc3ccccc3s2)nn1	/	/	/	/	4
12	CC(C)c1nc(-c2ccccc2)c(-c2ccccc2)[nH]1	6	-2.4	-3.1	1.0	5
13	COC(=O)CN1C(=O)C(O)(CC(=O)c2ccc(Cl)cc2)c2ccccc21 (stereo not drawn)	3	0.8	1.1	0.4	-18
14	O=C(CSc1ccc2nnc(-c3ccccc3)n2n1)N1CCCc2ccccc21	-6	-0.4	-1.1	-1.8	-1
15	COCCCn1c(=S)[nH]c2ncccc2c1=O	13	1.6	-0.8	-0.7	-2
16	CCc1ccc(N/C(SCc2cccc(F)c2)=C(/C#N)C(=O)NCc2ccco2)cc1	12	1.4	0.5	-0.8	1

#	BoNT-F LC inh	CCHFV vOTU inh	BoNT A protease	FBA Mtb inh
9	-5	1	1.5	0
10	-6	6	-0.2	-2
11	-2	-6	0.5	/
12	-1	-5	-0.8	7
13	6	28	-0.4	-1
14	1	5	1.0	-2
15	-14	-9	0.3	1
16	-18	11	-2.7	1

More structures follow.
#	SMILES	GDH-TPI counter	UGM FP inh	FadD28 FP inh	BioA inh	PrPC TRFRET
17	Cc1cccc(CN2CCN(C3CN(Cc4cn(Cc5ccc(Cl)cc5)nn4)S(=O)(=O)C3)CC2)c1 (stereo not drawn)	/	/	/	/	-1
18	O=C(CSc1nnc(-c2ccncc2)s1)Nc1ccc(Cl)c(C(=O)O)c1	0	-2.6	-3.4	2.5	-3
19	CCOC(=O)N1CCN(C(=O)CSc2ccc(-c3ccccc3OC)nn2)CC1	-4	-1.6	0.0	/	-8
20	O=[N+]([O-])c1cc(F)c(N2CCCCC2)cc1Br	21	0.2	-1.8	-0.2	-2
21	COc1ccc(C(=O)NCc2ccc(-c3nc4ccccc4s3)cc2)cc1OC	15	5.0	0.2	0.3	18
22	Cc1ccc(C(=O)NC(=S)NCc2cccnc2)cc1C	3	-2.1	-1.5	/	5
23	Cn1nnc2cc(C(=O)N3CCSCC3)ccc21	-10	0.4	-0.5	14	-3
24	O=C(Nc1cccc(Cl)c1)OCc1cn(-c2ccc(Cl)cc2)nn1	11	1.8	0.4	-1.4	5

#	BoNT-F LC inh	CCHFV vOTU inh	BoNT A protease	FBA Mtb inh
17	-11	0	-0.2	/
18	-1	11	-3.9	-4
19	-1	11	-0.8	-3
20	-10	-8	-1.8	3
21	2	2	0.1	4
22	-7	-11	0.7	3
23	-5	7	0.5	1
24	-7	-6	-1.7	2

(more compounds)
#	SMILES	GDH-TPI counter	UGM FP inh	FadD28 FP inh	BioA inh	PrPC TRFRET
25	O=C(Nc1ccc(F)cc1F)c1csc(-c2ccccc2)n1	1	0.6	1.7	/	-11
26	CCCc1cc(=O)oc2cc(OC(C)C(=O)NCCCn3ccnc3)ccc12 (stereo not drawn)	1	0.4	-4.8	0.0	1
27	Cc1nnc(SCCOC(N)=O)n1C	1	/	0.9	/	1
28	CCCCc1nc2cc(C(=O)NCc3nccn3CC)ccc2o1	-5	0.7	-0.7	0.3	-12
29	COc1ccc(CN2CCC(=O)N([C@H](CO)Cc3ccccc3)CC2)cc1	-2	0.5	-1.4	0.4	-4
30	COc1ccc(-c2[nH]n(-c3ccc([N+](=O)[O-])cc3)c(=O)c2C=NCC2CCCO2)cc1 (stereo not drawn)	-3	-1.0	-1.5	/	-5
31	O=C(Cc1csc(N2CCOCC2)n1)N/N=C/c1ccc(O)c(O)c1O	6	/	-0.4	/	0
32	O=C(CSc1nnnn1-c1ccc(Cl)cc1)N1CCNC1=O	0	0.3	0.1	-1.1	3

#	BoNT-F LC inh	CCHFV vOTU inh	BoNT A protease	FBA Mtb inh
25	-5	15	-0.4	0
26	1	5	1.4	12
27	8	-11	8.9	2
28	-5	-5	-0.8	-1
29	-1	0	-0.2	0
30	-1	11	0.6	0
31	-16	4	-2.0	0
32	12	16	0.7	2

Carrying on.
#	SMILES	GDH-TPI counter	UGM FP inh	FadD28 FP inh	BioA inh	PrPC TRFRET
33	CN(Cc1ccc(Cl)cc1)C(=O)CCl	0	-1.5	-0.7	-0.9	-5
34	O=C1CC[C@@H](C(=O)N2CSC[C@@H]2C(=O)Nc2ccc(C(F)(F)F)cc2)N1	9	/	-2.3	-2.1	0
35	COCc1[nH]nc2c1C(c1c(F)cccc1Cl)C(C#N)=C(N)O2 (stereo not drawn)	6	-0.7	-2.5	0.2	5
36	Cc1nc2ccccn2c1C(=O)NCCCN1CCOCC1	6	2.6	1.8	1.7	-1
37	COCCCNC(=O)C12CCC(C)(C(=O)C1)C2(C)C (stereo not drawn)	12	4.5	-5.0	-1.2	3
38	O=C(NCCCN1CCCC1=O)c1ccc2c(c1)NC(=O)C(N1CCOCC1)S2 (stereo not drawn)	5	/	-1.2	-5.2	-4
39	COc1ccc(NC(=O)Cn2c(C)cc(=O)c3ccccc32)cc1	-7	-2.6	-2.1	0.3	17
40	Cc1c(O)ccc(NC(=O)/C=C/c2ccccc2)c1C	-1	4.7	-1.0	/	3

#	BoNT-F LC inh	CCHFV vOTU inh	BoNT A protease	FBA Mtb inh
33	2	-11	-1.0	-1
34	-4	-12	0.1	2
35	-12	3	0.2	2
36	-4	-4	-0.6	2
37	-27	4	-0.3	2
38	-2	10	0.1	0
39	3	7	0.2	0
40	-5	-2	-1.3	6

13 consecutive entries already listed:
#	SMILES	GDH-TPI counter	UGM FP inh	FadD28 FP inh	BioA inh	PrPC TRFRET
13	COC(=O)CN1C(=O)C(O)(CC(=O)c2ccc(Cl)cc2)c2ccccc21 (stereo not drawn)	3	0.8	1.1	0.4	-18
14	O=C(CSc1ccc2nnc(-c3ccccc3)n2n1)N1CCCc2ccccc21	-6	-0.4	-1.1	-1.8	-1
15	COCCCn1c(=S)[nH]c2ncccc2c1=O	13	1.6	-0.8	-0.7	-2
16	CCc1ccc(N/C(SCc2cccc(F)c2)=C(/C#N)C(=O)NCc2ccco2)cc1	12	1.4	0.5	-0.8	1
17	Cc1cccc(CN2CCN(C3CN(Cc4cn(Cc5ccc(Cl)cc5)nn4)S(=O)(=O)C3)CC2)c1 (stereo not drawn)	/	/	/	/	-1
18	O=C(CSc1nnc(-c2ccncc2)s1)Nc1ccc(Cl)c(C(=O)O)c1	0	-2.6	-3.4	2.5	-3
19	CCOC(=O)N1CCN(C(=O)CSc2ccc(-c3ccccc3OC)nn2)CC1	-4	-1.6	0.0	/	-8
20	O=[N+]([O-])c1cc(F)c(N2CCCCC2)cc1Br	21	0.2	-1.8	-0.2	-2
21	COc1ccc(C(=O)NCc2ccc(-c3nc4ccccc4s3)cc2)cc1OC	15	5.0	0.2	0.3	18
22	Cc1ccc(C(=O)NC(=S)NCc2cccnc2)cc1C	3	-2.1	-1.5	/	5

#	BoNT-F LC inh	CCHFV vOTU inh	BoNT A protease	FBA Mtb inh
13	6	28	-0.4	-1
14	1	5	1.0	-2
15	-14	-9	0.3	1
16	-18	11	-2.7	1
17	-11	0	-0.2	/
18	-1	11	-3.9	-4
19	-1	11	-0.8	-3
20	-10	-8	-1.8	3
21	2	2	0.1	4
22	-7	-11	0.7	3

#	SMILES	GDH-TPI counter	UGM FP inh	FadD28 FP inh	BioA inh	PrPC TRFRET
23	Cn1nnc2cc(C(=O)N3CCSCC3)ccc21	-10	0.4	-0.5	14	-3
24	O=C(Nc1cccc(Cl)c1)OCc1cn(-c2ccc(Cl)cc2)nn1	11	1.8	0.4	-1.4	5
25	O=C(Nc1ccc(F)cc1F)c1csc(-c2ccccc2)n1	1	0.6	1.7	/	-11

#	BoNT-F LC inh	CCHFV vOTU inh	BoNT A protease	FBA Mtb inh
23	-5	7	0.5	1
24	-7	-6	-1.7	2
25	-5	15	-0.4	0

Remaining list, next part:
#	SMILES	GDH-TPI counter	UGM FP inh	FadD28 FP inh	BioA inh	PrPC TRFRET
41	CCOC(=O)c1nn(-c2ccc(F)cc2)c2nc(-c3ccccc3)c(C#N)c(=O)n12	21	0.3	-4.6	-0.2	0
42	O/C=c1\ccc2cccc3nc(C(F)(F)F)nc1c23	19	4.4	1.4	-2.5	-15
43	O=C(COc1ccc2ccccc2c1)NC1=NCCS1	2	5.9	-4.2	-0.6	-2
44	COc1cccc(C(=O)Nc2ccc(C)cc2)c1	0	0.0	2.1	0.6	8
45	COc1ccc(N2C(=O)N3[C@H](c4ccc(Cl)cc4)[C@@H]4C(=O)N(C5CCCCC5)C(=O)[C@@H]4[C@]3(C)C2=O)cc1	5	1.7	-6.7	-0.5	0
46	Cn1nnnc1SCC(=O)Nc1ccc(Oc2ccccc2)cc1	8	-1.1	-4.1	-1.6	9
47	COc1ccc(-c2cc(C)no2)cc1S(=O)(=O)Nc1ccc(NC(C)=O)cc1	-2	0.4	-2.5	0.1	3
48	CN(C)C(=O)CCc1ccc2c3c([nH]c2c1)[C@]1(C)[C@@H](C(=O)N2CCOCC2)C[C@H](CC(=O)NCc2ccco2)C(=O)N1CC3	5	/	-5.8	-1.6	2

#	BoNT-F LC inh	CCHFV vOTU inh	BoNT A protease	FBA Mtb inh
41	-13	-4	-1.0	22
42	-83	18	-0.5	7
43	-4	9	0.5	4
44	-4	4	-0.3	-1
45	-4	4	-0.7	0
46	17	2	3.4	-2
47	-1	1	1.0	0
48	-1	-4	-0.5	1

Following part.
#	SMILES	GDH-TPI counter	UGM FP inh	FadD28 FP inh	BioA inh	PrPC TRFRET
49	COc1ccc(CN(C(=O)c2ccco2)C2CCS(=O)(=O)C2)cc1 (stereo not drawn)	12	-1.6	-0.6	-2.5	8
50	COC(C(=O)NNS(=O)(=O)c1ccc([N+](=O)[O-])cc1)c1ccccc1 (stereo not drawn)	1	0.7	-4.1	-0.1	-15
51	O=C(Nc1nnc(SCc2ccc(Cl)cc2Cl)s1)C1COc2ccccc2O1 (stereo not drawn)	-10	5.1	-0.1	1.7	-6
52	CC1CCN(S(=O)(=O)c2cccc(S(=O)(=O)N3CCCC3)c2)CC1	1	-1.6	-0.4	-0.1	7
53	COC(=O)c1sccc1NC(=O)c1ccccc1	1	2.3	-3.6	/	-7
54	CSCCC(=O)Nc1nc(-c2ccccn2)cs1	-2	/	-0.4	/	4
55	COC(=O)c1ccc(S(=O)(=O)NCc2cccc(OC)c2)n1C	2	0.2	-5.5	1.8	4
56	CC(=O)c1cccc(-c2ccnc3c2CC(C(=O)Nc2cccc(N(C)C)c2)O3)c1 (stereo not drawn)	-6	/	-2.7	0.3	-5
57	O=[N+]([O-])c1cccc2ccc(/C=C/c3cccc(Br)c3)nc12	6	0.1	-1.9	/	5

#	BoNT-F LC inh	CCHFV vOTU inh	BoNT A protease	FBA Mtb inh
49	-4	-3	-2.7	-2
50	-3	21	1.0	-3
51	2	3	-0.8	3
52	-5	0	-5.5	2
53	-3	-3	0.3	-1
54	-4	-6	-0.9	0
55	-9	1	-0.9	-3
56	0	15	-0.5	-4
57	-8	31*	-0.5	-3
